Screens deposited in PubChem by Sanford-Burnham Center for Chemical Genomics.
TAG inh – triacylglycerol accumulation inhibition; H9c2 cells, Nile Red lipid (TAG) fluorescence; cells loaded with 200 µM oleic acid; inhibition, % at 12.5 µM; 230,000 compounds, 0.66% hits; AID 651582;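 active means pattern-corrected inhibition of lipid staining of at least 50% with the nuclear-stain viability signal not falling by more than 50%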;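 further: 0% = DMSO wells and 100% = triacsin C control wells; some results filed as inactive read as strong as hits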
TAG inh DAPI viability – further read-out of TAG inh, marked with its call; DAPI nuclei signal change (viability), lower = more cytotoxic, %;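 whole-well DAPI fluorescence read on a plate reader as a viability signal; minus 50 percent equals half of cells still viable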
Active calls of the source: *. Not all compounds are listed; the hit share may differ from the screen's.

Screening COc1ccnc(N=CNOCc2ccc(F)cc2Cl)c1C#N returned TAG inh -2 and TAG inh DAPI viability 3.
For O=C(CCC(=O)N1CCOCC1)NCCc1ccc(F)cc1 the results were TAG inh -5 and TAG inh DAPI viability 6.
`CC(=O)Nc1ccc(S(=O)(=O)NCCC(=O)NNC(=O)c2ccccc2O)cc1` gave TAG inh -32 and TAG inh DAPI viability -12.
O=[N+]([O-])CC(c1ccccc1)c1c[nH]c2ccccc12 (stereo not given) was read as TAG inh 0 and TAG inh DAPI viability -7.
Screening CC(NC(=O)OC(C)(C)C)C(=O)NC(CCC(=O)OCc1ccccc1)C(N)=O (stereo not given) returned TAG inh -13 and TAG inh DAPI viability -4.
For COc1ccc(C(=O)NCCN2CCOCC2)cc1S(=O)(=O)Nc1ccc(C)cc1 the results were TAG inh 18 and TAG inh DAPI viability -7.
`Cn1c(CSCc2ccc(F)cc2)nnc1SCC(=O)N1CCN(c2ccccc2)CC1` gave TAG inh 6 and TAG inh DAPI viability -4.
CC(C)=C1C2CCC1C1C(=O)N(c3nc(-c4ccc(C(C)C)cc4)c(C)s3)C(=O)C21 (stereo not given) was read as TAG inh -11 and TAG inh DAPI viability 1.
`CCC(C)(C)C1CCc2[nH]nc(C(=O)NCc3ccc(OC)cc3)c2C1` (stereo not given) gave TAG inh -7 and TAG inh DAPI viability 4.
Screening CCCN1CCN(CC(=O)NCC(=O)Nc2cccc(C)c2C)CC1 returned TAG inh 16 and TAG inh DAPI viability 1.
NC(=O)NC(=O)COC(=O)CNS(=O)(=O)c1ccc(F)c(F)c1F was read as TAG inh 12 and TAG inh DAPI viability -5.
Screening Cc1ccc(C(=O)C(C)OC(=O)c2ccc(Cl)nc2)cc1 (stereo not given) returned TAG inh 0 and TAG inh DAPI viability -2.
Cc1cc(=O)[nH]c(SCc2cccc3cccnc23)n1 was read as TAG inh 2 and TAG inh DAPI viability 8.
For CSC1=NNC(c2ccc(C(C)(C)C)cc2)=NN1 the results were TAG inh 9 and TAG inh DAPI viability -3.
C(C#CCCCCCCCCC[n+]1ccccc1)#CCCCCCCCCC[n+]1ccccc1 was read as TAG inh -5 and TAG inh DAPI viability -7.
`N#CC1(NC(=O)COC(=O)CNC(=O)c2sc3ccccc3c2Cl)CCCCC1` gave TAG inh 20 and TAG inh DAPI viability 5.
For O=C(c1ccc2nc(-c3ccco3)c(-c3ccco3)nc2c1)N1CCN(c2ncccn2)CC1 the results were TAG inh -18 and TAG inh DAPI viability 19.
For NC(c1csc(NC(=O)Nc2ccccc2Cl)n1)C1CCCCC1 (stereo not given) the results were TAG inh 24 and TAG inh DAPI viability 4.
Screening CCNC(=O)COn1c(SCC(=O)NCC)nc2ccccc2c1=O returned TAG inh -6 and TAG inh DAPI viability 5.
For C=CCN(c1nc(C)cc(OC)n1)S(=O)(=O)c1ccccc1 the results were TAG inh -2 and TAG inh DAPI viability -12.
`CCCCCCC(=O)NCC(=O)OCC(=O)c1ccccc1` gave TAG inh 2 and TAG inh DAPI viability -3.
For C=CCc1cccc2cc(C(=O)N3CCOCC3)c(=O)oc12 the results were TAG inh -3 and TAG inh DAPI viability 3.
Screening CCCn1nc(C(=O)NNC(=O)c2ccc(C)c(C)c2)c2ccccc2c1=O returned TAG inh -5 and TAG inh DAPI viability 0.
CN1CCCC(OC(=O)c2cccc(S(=O)(=O)N3CCCCCC3)c2)C1 (stereo not given) was read as TAG inh -7 and TAG inh DAPI viability -5.
Screening Nc1ncnc2c1ncn2CCNCCc1ccccc1 returned TAG inh 7 and TAG inh DAPI viability -10.
Cc1ccc(S(=O)(=O)Cn2nnnc2C(CC(C)C)N2CCN(c3ccccc3)CC2)cc1 (stereo not given) was read as TAG inh -17 and TAG inh DAPI viability -16.
`CCOc1ccccc1Nc1nnc(SCC(=O)N(C)C2CCS(=O)(=O)C2)s1` (stereo not given) gave TAG inh 3 and TAG inh DAPI viability 3.
Screening Nc1ncnc2c1ncn2[C@@H]1O[C@H](COP(=O)(O)O)[C@@H](O)[C@H]1O returned TAG inh -6 and TAG inh DAPI viability -2.
Screening COc1cc2ccccc2cc1C(=O)OCc1nc2ccsc2c(=O)[nH]1 returned TAG inh 15 and TAG inh DAPI viability -10.
`O=C(/C=C/c1cccc(F)c1)N1CCN(c2ncccn2)CC1` gave TAG inh 10 and TAG inh DAPI viability -11.
Screening CCn1c(SCC(=O)N2CCCC2=O)nnc1-c1cccs1 returned TAG inh -7 and TAG inh DAPI viability 4.
For COc1cc(NC(=O)COc2ccccc2C)ccc1NC(=O)c1ccco1 the results were TAG inh 7 and TAG inh DAPI viability 0.
For COc1ccc(CC(NC(C)=O)C(=O)NC2CCN(c3c(Cc4ccccc4)c(C)nc4ncnn34)CC2)c(OC)c1 (stereo not given) the results were TAG inh 5 and TAG inh DAPI viability -6.
For COc1ccc(N=Cc2c(O)[nH]c3ccccc23)cc1 the results were TAG inh 22 and TAG inh DAPI viability 7.
Screening O=C(Cc1n[nH]c(=O)c2ccccc12)OCC(=O)c1ccc(OC(F)F)cc1OC(F)F returned TAG inh -5 and TAG inh DAPI viability 5.
Screening Cc1ccc(CN2CCN(/N=C/C=C/c3ccccc3[N+](=O)[O-])CC2)cc1 returned TAG inh -3 and TAG inh DAPI viability 15.
`O=C(Nc1ccccc1)N1CCCC1c1cccs1` (stereo not given) gave TAG inh -7 and TAG inh DAPI viability 7.
Screening Cc1ccc(N=Nc2c(O)n(CN3CCOCC3)c3ccccc23)cc1 returned TAG inh -26 and TAG inh DAPI viability -3.
For CCCN(CC(=O)Nc1ccccc1C)C(=O)c1ccc2ccccc2n1 the results were TAG inh 12 and TAG inh DAPI viability -6.
`COc1ccc(NC(=O)CSCC(=O)Nc2nnc(C3CC3)s2)cc1` gave TAG inh 6 and TAG inh DAPI viability -2.
Screening O=C(CCc1ccccc1)NC(c1cccs1)c1cc(Cl)c2cccnc2c1O (stereo not given) returned TAG inh 11 and TAG inh DAPI viability -13.
COc1ccccc1Nc1nnc(Cc2ccccc2)c(=O)[nH]1 was read as TAG inh 9 and TAG inh DAPI viability -12.
Screening Cc1ccccc1C(=O)Nc1nnc(SCC(=O)NC2CC2)s1 returned TAG inh 21 and TAG inh DAPI viability -7.
Screening Cc1ccc(Sc2ncccc2C(=O)NCC(c2ccc(F)cc2)N2CCOCC2)cc1C (stereo not given) returned TAG inh -14 and TAG inh DAPI viability -2.
For CC(=O)c1cccc(NC(=O)N2C3CCC2CC(NC(=O)C2CC2)C3)c1 (stereo not given) the results were TAG inh -9 and TAG inh DAPI viability 7.
`C#CCOCCOCCOCCNc1nc(N2CCN(C(=O)[C@H](CO)n3cc([C@@H](N)C(C)C)nn3)CC2)nc(N2CCN(C(=O)[C@H](CCC(=O)O)n3cc([C@@H](N)CCCCN)nn3)CC2)n1` gave TAG inh -25 and TAG inh DAPI viability 3.
COc1ccc(/C=C2\SC(=S)N(NC(=O)c3csc4c3CCCC4)C2=O)cc1 was read as TAG inh -16 and TAG inh DAPI viability -1.
`S=c1[nH]nc(-c2cccs2)n1/N=C/c1cn(-c2ccccc2)nc1-c1ccccc1` gave TAG inh 12 and TAG inh DAPI viability -2.
`O=C(c1ccc(Cl)cc1)N1CCCCC(Cl)C1=O` (stereo not given) gave TAG inh -2 and TAG inh DAPI viability 6.
`C1CCc2nnc(-c3nnc4n3CCCCC4)n2CC1` gave TAG inh 8 and TAG inh DAPI viability -10.
Screening CC(=O)C1=C(O)C(=O)N(c2ccc(Br)cn2)C1c1ccc(Br)cc1 (stereo not given) returned TAG inh -1 and TAG inh DAPI viability 2.
For Cc1ccccc1C(=O)NC(=S)Nc1ccc2[nH]c(=O)[nH]c2c1 the results were TAG inh 3 and TAG inh DAPI viability 2.
For C/C(=N/Nc1ncc(Br)cn1)c1ccc(Br)cc1 the results were TAG inh 20 and TAG inh DAPI viability -11.
Screening COc1ccc2c(c1)c(CC(=O)Nc1ccccc1OC)c(C)n2C(=O)c1ccc(Cl)cc1 returned TAG inh 32 and TAG inh DAPI viability 0.
CCCCN(C=O)c1c(CC)nc2ccc(C(=O)Nc3cc(-c4ccccc4)ccc3OC)cn12 was read as TAG inh 4 and TAG inh DAPI viability 15.
CC(=O)c1ccc(NC(=O)Cn2nc(C)cc2C)cc1 was read as TAG inh 7 and TAG inh DAPI viability -9.
COc1ccc(S(=O)(=O)N2CCCCC2)cc1NC(=O)c1ccc(N2CCCC2=O)cc1 was read as TAG inh -15 and TAG inh DAPI viability -3.
For CCOC(=O)c1coc(CNC(=O)c2c(C)oc3c2CCCC3)c1 the results were TAG inh 16 and TAG inh DAPI viability -1.
For COc1cc(NC(=O)Nc2nc(C(N)Cc3ccc(C(F)(F)F)cc3)cs2)cc(OC)c1OC (stereo not given) the results were TAG inh 87* and TAG inh DAPI viability -33*.
`O=C(c1ccccc1Cl)N1CCN(c2ncccn2)CC1` gave TAG inh -9 and TAG inh DAPI viability 4.
Screening Brc1ccc(NCc2cccc3ccccc23)nc1 returned TAG inh 9 and TAG inh DAPI viability 12.
`CCC(=O)NC(c1ccco1)c1cc(Cl)c2ccccc2c1O` (stereo not given) gave TAG inh -3 and TAG inh DAPI viability -4.
COc1cccc(-n2nnc3c(=O)n(CC(=O)Nc4ccccc4C)cnc32)c1 was read as TAG inh 11 and TAG inh DAPI viability -7.
C/C(=N\NC(=O)c1ccc(O)cc1)c1cc2ccccc2o1 was read as TAG inh -7 and TAG inh DAPI viability 0.
`O=C(Cc1ccc(F)cc1)Nc1cccc(-c2cn3c(n2)SCC3)c1` gave TAG inh 13 and TAG inh DAPI viability -6.
Screening O=c1[nH]c2sc3c(c2c(=O)n1Cc1ccccc1)CCC3 returned TAG inh -1 and TAG inh DAPI viability 8.
`CCCC(=O)N1CCCC(C(=O)c2cccc(OC(C)C)c2)C1` (stereo not given) gave TAG inh -10 and TAG inh DAPI viability 3.
`S=C(Nc1cc(Cl)cc(Cl)c1)N1CCN(c2ccccn2)CC1` gave TAG inh 4 and TAG inh DAPI viability 9.
`O=C(C1CC1)N1CCN=C1SCc1ccc(Cl)cc1` gave TAG inh -4 and TAG inh DAPI viability 1.
CCc1nnc(NC(=O)CSc2nnc(CNC(=O)c3ccc(OC)c(OC)c3)o2)s1 was read as TAG inh -3 and TAG inh DAPI viability 8.
CC(SC1=NCCS1)C(=O)Nc1nnc(-c2ccc(Cl)cc2)s1 (stereo not given) was read as TAG inh 6 and TAG inh DAPI viability -4.
Screening Cc1cccc(NC(=S)N(CCN2CCOCC2)Cc2cc3cc4c(cc3[nH]c2=O)OCCO4)c1 returned TAG inh 3 and TAG inh DAPI viability 18.
Screening COC(=O)C1CCN(C(=O)c2ccc(Cl)c(S(=O)(=O)NCc3ccco3)c2)CC1 returned TAG inh 4 and TAG inh DAPI viability -11.
Screening CCOc1ccc(CN(C)C(=O)c2ccc(NS(=O)(=O)c3ccc4[nH]c(=O)[nH]c4c3)cc2)cc1 returned TAG inh 29 and TAG inh DAPI viability -3.
Screening O=C(c1ccccc1)c1ccccc1NC(=O)C1CCCN1Cc1ccccc1 (stereo not given) returned TAG inh -33 and TAG inh DAPI viability 11.
For Cc1ccccc1OCC(=O)Nc1nnc(-c2ccco2)s1 the results were TAG inh 3 and TAG inh DAPI viability -10.
Screening NC(=O)COc1ccc(/C=N/NS(=O)(=O)c2ccccc2)cc1 returned TAG inh 5 and TAG inh DAPI viability -14.
O=C(CCCN1C(=O)c2ccccc2C1=O)Nc1ccccc1 was read as TAG inh 15 and TAG inh DAPI viability -4.
Screening Cc1ccccc1NC(=O)CSc1nnc(Cc2ccccc2)o1 returned TAG inh 12 and TAG inh DAPI viability -9.
Screening CCOC(=O)C(NC(=O)OC(C)C)(Nc1nccs1)C(F)(F)F (stereo not given) returned TAG inh -11 and TAG inh DAPI viability -1.

Structures shown so far with fluorine:
Screening COc1ccnc(N=CNOCc2ccc(F)cc2Cl)c1C#N returned TAG inh -2 and TAG inh DAPI viability 3.
For O=C(CCC(=O)N1CCOCC1)NCCc1ccc(F)cc1 the results were TAG inh -5 and TAG inh DAPI viability 6.
`Cn1c(CSCc2ccc(F)cc2)nnc1SCC(=O)N1CCN(c2ccccc2)CC1` gave TAG inh 6 and TAG inh DAPI viability -4.
NC(=O)NC(=O)COC(=O)CNS(=O)(=O)c1ccc(F)c(F)c1F was read as TAG inh 12 and TAG inh DAPI viability -5.
`O=C(/C=C/c1cccc(F)c1)N1CCN(c2ncccn2)CC1` gave TAG inh 10 and TAG inh DAPI viability -11.
Screening O=C(Cc1n[nH]c(=O)c2ccccc12)OCC(=O)c1ccc(OC(F)F)cc1OC(F)F returned TAG inh -5 and TAG inh DAPI viability 5.
Screening Cc1ccc(Sc2ncccc2C(=O)NCC(c2ccc(F)cc2)N2CCOCC2)cc1C (stereo not given) returned TAG inh -14 and TAG inh DAPI viability -2.
For COc1cc(NC(=O)Nc2nc(C(N)Cc3ccc(C(F)(F)F)cc3)cs2)cc(OC)c1OC (stereo not given) the results were TAG inh 87* and TAG inh DAPI viability -33*.
`O=C(Cc1ccc(F)cc1)Nc1cccc(-c2cn3c(n2)SCC3)c1` gave TAG inh 13 and TAG inh DAPI viability -6.
Screening CCOC(=O)C(NC(=O)OC(C)C)(Nc1nccs1)C(F)(F)F (stereo not given) returned TAG inh -11 and TAG inh DAPI viability -1.
